Pf growth 96h: Primary qHTS for delayed death inhibitors of the malarial parasite plastid, 96 hour incubation. P. falciparum luciferase reporter growth, 96 h. Potency, µM (top dose mostly 28.7 µM), without a hit: at the highest dose activity change, negative = inhibition, actives largely listed as inhibitors. actives 6.9% (n = 320,000); further: potency means the concentration at half of the fitted maximal effect; on the % scale 0 is the no-effect control and ±100 the full control effect
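Parasite growth measured via integrated firefly luciferase reporter in P. falciparum. Infected erythrocytes at 2% hematocrit, 0.05% parasitemia final were treated 96 hours at 37 C under 5% CO2, and luminescence was read.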
Tb PYK inh: qHTS of Trypanosoma Brucei Inhibitors; actives 0.12% (n = 410,000); TbPYK enzyme, Kinase-Glo Plus ATP luminescence, 45 min; pyruvate kinase (Trypanosoma brucei), Q57TT1; Potency, µM (titrated, usually from 76.8 µM), without a hit: at the top dose activity, negative = inhibition, actives largely listed as inhibitors; further: potency means the concentration at half of the fitted maximal effect; on the % scale 0 is the no-effect control and ±100 the full control effect; nearly all actives have a fitted effect of over 50% in size
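TbPYK + substrate in 50 mM TEA pH 7.2, 100 mM KCl, 10 mM MgCl2, 0.05% BSA, 0.01% Tween-20; cpd pinned; ADP 130 uM final; 45 min RT; Kinase-Glo Plus 10 min; luminescence endpoint.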
Cycloheximide cs: Cycloheximide Counterscreen for Small Molecule Inhibitors of Shiga Toxin. cell reporter, cycloheximide protein synthesis inhibition counterscreen. max response, %. actives 12% (n = 300,000). AID 2314, 2010; in the data active means max response mostly above about 13%, no sharp cut-off; inactive means mostly below about 14%; further: read at 38.3 µM for the half of the compounds with a filed dose; 0% is about no effect
AMA1 RON2 block: qHTS for Inhibitors of AMA1-RON; Towards Development of Antimalarial Drug Lead: Primary Screen; Plasmodium falciparum AMA1 (3D7) - RON2 peptide interaction; AlphaScreen AMA1-biotinylated RON2 peptide binding; Potency, µM (doses to about 58.2 µM), for inactives: top-dose activity change, negative = inhibition, usual class: inhibitors; actives 0.2% (n = 360,000); AID 720542, 2013;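 further: potency means the concentration at half of the fitted maximal effect; 0% = vehicle wells and -100% = peptide control; nearly all actives have a fitted effect of over 45% in size; some results filed as inactive show a strong effect at the top dose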
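AMA1 (3D7) with his tag at 25 nM final met compounds first, then biotinylated RON2 peptide at 25 nM; detection used donor plus acceptor beads, 10 µg/mL apiece, read by AlphaScreen after 30 min at room temperature.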
Shiga inhibitor: A qHTS for Small Molecule Inhibitors of Shiga Toxin. Vero cells, Shiga toxin protein synthesis inhibition reporter. inhibition, % at 38.7 µM. actives 9.2% (n = 290,000). AID 2315, 2010; in the data active means inhibition mostly above about 28%, no sharp cut-off; inactive means mostly below about 43%; further: 0% is about no effect
LmPK inhibitor: qHTS Assay for Inhibitors of Leishmania Mexicana Pyruvate Kinase (LmPK) | purified LmPK, Kinase-Glo ATP luminescence, 1 h | Potency, µM (titrated, usually from 57.5 µM), without a hit: at the highest dose activity change, negative = inhibition, most hits filed as inhibitors | actives 0.37% (n = 290,000) | Q27686; further: potency means the concentration at half of the fitted maximal effect; on the % scale 0 is the no-effect control and ±100 the full control effect
Target sequence (Q27686 whole entry, looked up): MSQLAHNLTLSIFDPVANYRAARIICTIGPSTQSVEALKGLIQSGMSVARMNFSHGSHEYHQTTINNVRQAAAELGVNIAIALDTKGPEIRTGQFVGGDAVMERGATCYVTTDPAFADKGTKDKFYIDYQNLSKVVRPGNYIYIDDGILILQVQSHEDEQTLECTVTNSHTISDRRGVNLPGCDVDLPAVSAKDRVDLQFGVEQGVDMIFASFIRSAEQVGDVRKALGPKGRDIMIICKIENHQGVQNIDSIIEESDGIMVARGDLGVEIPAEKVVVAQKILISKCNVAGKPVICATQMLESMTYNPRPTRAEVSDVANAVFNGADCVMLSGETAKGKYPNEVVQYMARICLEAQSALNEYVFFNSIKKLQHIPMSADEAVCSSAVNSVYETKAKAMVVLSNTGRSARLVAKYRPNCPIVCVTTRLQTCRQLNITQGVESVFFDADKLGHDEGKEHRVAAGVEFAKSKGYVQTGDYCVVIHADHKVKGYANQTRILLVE
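Kinase-Glo luminescence read after 1 h RT reaction of 0.1 nM LmPK with 0.5 mM PEP and 0.1 mM ADP. Activity scaled between uninhibited and enzyme-free controls.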
Pf growth 48h: Primary qHTS for delayed death inhibitors of the malarial parasite plastid, 48 hour incubation; P. falciparum luciferase growth in erythrocytes, 48 h; Potency, µM (series often up to 28.7 µM), without a hit: top-dose activity change, negative = inhibition, hits mostly inhibitors; actives 5.9% (n = 310,000); further: potency means the concentration at half of the fitted maximal effect; on the % scale 0 is the no-effect control and ±100 the full control effect
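Here the parasites carry a stable luciferase gene and grow inside erythrocytes in Albumax-based RPMI medium with compound for one erythrocytic cycle. Activity is scored as loss of luminescent signal.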
An asterisk follows results filed as active; ? = inconclusive; . = not tested or not shown; [ ] = another dose, or the depositor's remark. Unless noted, the call rests on the fitted dose curve; in most records, active means well fitted curve in the direction sought with a large enough effect; inconclusive means small, poorly fitted or top-dose-only effect, or another doubt; inactive means no such curve, though single readings can be large; an effect the other way counts as inactive or inconclusive.

SMILES	Pf growth 96h	Tb PYK inh	Cycloheximide cs	AMA1 RON2 block	Shiga inhibitor	LmPK inhibitor	Pf growth 48h
O=C(COC(=O)CCc1ccccc1)Nc1cc([N+](=O)[O-])ccc1F	3%	-6%	-2	-4%	-10	0%	?
COc1cc(C2N(C)C(=O)c3ccccc3N2C)ccc1O (configuration not stated)	2%	-4%	1	0%	.	6%	?
O=C(O)c1cc(C(=O)C2CCCCC2)c[nH]1	162%[activator]	-1%	-5	-3%	-12	3%	70%[activator]
O=C(N/N=C/c1c(O)n(CCc2ccc(F)cc2)c(=O)[nH]c1=O)c1ccncc1	?	2%	15	26%	-1	-6%	5%
COc1ccc(C(=O)n2nc(C)cc2C)cc1Br	36%[activator]	-1%	4	-5%	-6	4%	18%
CCOC(=O)[C@H]1[C@H]2COc3ccc(Br)cc3[C@@H]2N2C(=O)c3ccc(C)cc3NC(=O)[C@@]12C	?	2%	.	-17%	.	.	?
O=C(NCC(=O)N(c1ccccc1)C(C(=O)NC1CCCCC1)c1ccncc1)c1ccco1 (configuration not stated)	1%	-1%	-1	-9%	-23	3%	25%
Cc1c(C=C2C(=O)NC(=O)NC2=O)c(=O)n(-c2ccccc2)n1C	-9%	-2%	-3	8%	-10	-2%	10%
COc1ccc(NS(=O)(=O)c2ccc(SC)cc2)cc1	-6%	4%	4	30%	10	2%	-13%
CC(C)C(C)NC(=O)COC(=O)/C=C/c1ccc(S(=O)(=O)N2CCc3ccccc32)cc1 (configuration not stated)	?	2%	0	2%	-4	7%	?
COc1cccc(-n2c(Cn3nc(C(F)(F)F)cc3C)n[nH]c2=S)c1	-2%	4µM*	-3	32%[activator]	-3	-6%	8%
CC(C)(C)c1ccc(OCC(=O)NNC(=O)c2cccnc2)cc1	76%[activator]	-5%	-2	115%[activator]	14	10%	-29%

Brought forward from above: seven entries; new compounds follow.
SMILES	Pf growth 96h	Tb PYK inh	Cycloheximide cs	AMA1 RON2 block	Shiga inhibitor	LmPK inhibitor	Pf growth 48h
CCOC(=O)[C@H]1[C@H]2COc3ccc(Br)cc3[C@@H]2N2C(=O)c3ccc(C)cc3NC(=O)[C@@]12C	?	2%	.	-17%	.	.	?
O=C(NCC(=O)N(c1ccccc1)C(C(=O)NC1CCCCC1)c1ccncc1)c1ccco1 (configuration not stated)	1%	-1%	-1	-9%	-23	3%	25%
Cc1c(C=C2C(=O)NC(=O)NC2=O)c(=O)n(-c2ccccc2)n1C	-9%	-2%	-3	8%	-10	-2%	10%
COc1ccc(NS(=O)(=O)c2ccc(SC)cc2)cc1	-6%	4%	4	30%	10	2%	-13%
CC(C)C(C)NC(=O)COC(=O)/C=C/c1ccc(S(=O)(=O)N2CCc3ccccc32)cc1 (configuration not stated)	?	2%	0	2%	-4	7%	?
COc1cccc(-n2c(Cn3nc(C(F)(F)F)cc3C)n[nH]c2=S)c1	-2%	4µM*	-3	32%[activator]	-3	-6%	8%
CC(C)(C)c1ccc(OCC(=O)NNC(=O)c2cccnc2)cc1	76%[activator]	-5%	-2	115%[activator]	14	10%	-29%
O=C(N/N=C/c1cccnc1)c1cccc(S(=O)(=O)Nc2cccc(Cl)c2)c1	-3%	2%	-1	-18%	17	-15%	-4%
CNC(=O)C1(CC(C)C)C=CCN1C(C)=O (configuration not stated)	6%	8%	1	0%	-3	-2%	10%
CCCN(C(=O)C1=COCCO1)c1c(N)n(Cc2ccccc2)c(=O)[nH]c1=O	-3%	-3%	.	8%	.	.	10%
COc1ccc2c(c1)c1nnc(SCC(=O)N3CCCCC3C)nc1n2C (configuration not stated)	8.3µM*	8%	-4	8%	-5	4%	0%
COc1ccc(-n2nc3cc(C)c(NC(=O)CC(C)C)cc3n2)cc1	.	.	-1	.	-2	3%	.
CC1CCN(C(=O)c2[nH]cnc2C(=O)Nc2nccs2)CC1	31%[activator]	0%	.	126%[activator]	.	.	18%
CCN(CCCNC(=O)CCn1c(=O)[nH]c2ccccc2c1=O)c1cccc(C)c1	1%	-2%	-3	-12%	3	0%	?
COc1ccc(-c2cc(-c3ccccc3)nc(=O)[nH]2)cc1	-29%	2%	4	0%	8	0%	-15%
O=[N+]([O-])c1ccc(N2CCOCC2)c2cccnc12	15%	2%	-6	2%	-11	2%	?
O=C(CCCOc1ccccc1)Nc1ccc2c(c1)OCCO2	-4%	-5%	48*	6%	65	1%	100%[activator]
CCN(C(=O)COC(=O)/C=C/c1ccc(O)c(OC)c1)C1CCS(=O)(=O)C1 (configuration not stated)	4%	0%	3	5%	12	0%	-2%
O=C(NCCN1CCCC1)c1ccc(Cn2c(=S)[nH]c3cc4c(cc3c2=O)OCO4)cc1	.	?	-2	43%[activator]	-4	-16%	?
CCOCC(=O)Nc1nc2ccc(OC)cc2s1	.	-23%	53*	-5%	67*	?	214%[activator]
Cc1ccc(NC2SC(=O)N(CC(=O)O)C2=O)cc1 (configuration not stated)	.	-7%	-2	0%	36	1%	-12%
Cc1nc2ccccc2c(=O)n1NC(=O)/C=C/c1ccc(Br)cc1	?	5%	-2	-4%	-8	-2%	40%[activator]
O=C(NCCN1CCN(c2ccccc2)CC1)c1cccc(Br)c1	108%[activator]	3%	-3	-5%	-12	-3%	-8%
O=C(COc1ccc(-n2cnnn2)cc1)Nc1cccc(Cl)c1Cl	20%	1%	-6	-14%	-17	0%	18%
CCc1ccc(OCC(=O)N2CC(C(=O)OC)Oc3ccccc32)cc1 (configuration not stated)	46%[activator]	1%	-3	10%	-6	4%	-2%
COc1ccc(CCn2c(=N)c(C(=O)NCCN3CCOCC3)cc3c(=O)n4cccc(C)c4nc32)cc1OC	0.41µM*	1%	-8	52%[activator]	-4	6%	0.74µM*
COc1ccc(C(CC(=O)c2ccc(O)cc2)S(=O)(=O)c2ccc(C)cc2)cc1 (configuration not stated)	-47%	-10%	42*	-32%	66*	-12%	36%[activator]
COc1ccc(Cc2n[nH]c(=S)n(N)c2=O)cc1	?	2%	7	-5%	19	-3%	4%
Cc1c(Cl)cccc1NC(=O)C1CCCN(S(C)(=O)=O)C1 (configuration not stated)	-11%	-16%	-2	4%	-7	-1%	?
CCn1c(=O)cc(N2CCN(C(=O)c3ccco3)CC2)[nH]c1=O	4%	-5%	-1	0%	5	2%	19%
COc1ccc(NP(=O)(Oc2cccc(C)c2)Oc2cccc(C)c2)cc1OC	?	8%	8	-16%	-9	3%	?
COc1ccccc1CCC(=O)OC(C)C(=O)Nc1c(C)n(C)n(-c2ccccc2)c1=O (configuration not stated)	0%	-8%	.	0%	.	.	?
Cc1csc(SCC(=O)NC2CCC(C)CC2)n1 (configuration not stated)	2%	2%	.	8%	.	.	8%
Cc1onc(-c2ccccc2)c1C(=O)N/N=C/c1ccco1	21%	2%	-1	21%	-14	1%	88%[activator]
Cc1cc(Nc2ccccc2)nn1C(=O)c1ccccc1	9.3µM*	8%	1	12%	8	15%	.
CC(C)C(=O)C1=Cc2cc([N+](=O)[O-])ccc2OC1N1CCOCC1 (configuration not stated)	-27%	-1%	-1	14%	-16	4%	180%[activator]
COc1ccc(C(=O)NN)cc1	69%[activator]	-5%	24*	10%	59	-9%	48%[activator]
O=C(COCC(=O)N1CCOCC1)N1CCOCC1	10%	0%	-7	-2%	-3	1%	77%[activator]
Cc1cccc(Oc2nc3ccccn3c(=O)c2/C=C(\C#N)C(=O)NC2CCS(=O)(=O)C2)c1 (configuration not stated)	-15%	-17%	-2	-16%	-9	5%	-10%
COC(=O)C1CCN(C(=O)c2ccc(SC)cc2OC)CC1	21%	-7%	1	21%	11	0%	7%
COc1cc(/C=C2/C(=O)CNC2=O)ccc1O	5%	?	-6	-7%	6	-4%	.
O=C1C2CCCN2C(=O)N1CCCN1CCN(c2cccc(Cl)c2)CC1 (configuration not stated)	11%	0%	-2	10%	13	2%	-6%
CCCCOc1ccc(Cc2c(Cl)nc(SC)nc2N2CCOCC2)cc1	45%[activator]	-7%	-1	2%	-10	-6%	13µM*
Cc1ccc(S(=O)(=O)N2CC(=O)NC(=O)C2)cc1	-4%	1%	-2	11%	-2	-2%	12%
CN(Cc1ccccc1)C(=O)COC(=O)c1ccc(Cl)c(N)c1	?	3%	51*	-10%	67*	5%	46%[activator]
CN1CCCC(C(=O)c2ccc(Cl)cc2)C1 (configuration not stated)	?	-1%	-3	19%	-9	3%	0%
C1CCC(CNc2c3c(nc4nnnn24)CCCC3)CC1	13µM*	7%	-4	-16%	1	4%	?
CCCCN(C(=O)c1ccc([N+](=O)[O-])s1)c1c(N)n(CCCC)c(=O)[nH]c1=O	?	3%	.	-8%	.	.	10µM*
O=C(O)c1ccc(COCC(F)(F)C(F)F)o1	.	-3%	2	2%	-12	11%	31%[activator]
Cc1csc(-c2cnn(-c3ccccc3)c2NC(=O)c2cccc(F)c2)n1	?	-4%	4	35%[activator]	15	2%	.
CCS(=O)(=O)N1Cc2ccccc2CC1C(=O)N(C)CC(=O)Nc1ccc(OC)cc1 (configuration not stated)	-9%	0%	.	79%[activator]	.	.	-21%
COc1ccccc1NC(=O)CN1CCC(n2nnc3cc(F)ccc32)CC1	?	3%	-1	-3%	-10	1%	?
CC1CCN(S(=O)(=O)c2ccc(NC(=O)CCNC(=O)c3ccc(Cl)cc3)cc2)CC1	0%	-4%	.	2%	.	.	9%
Cc1cccc(N2CCN(C(=S)c3ccc(-c4ccccc4[N+](=O)[O-])o3)CC2)c1	1%	0%	1	?	-2	-2%	-2%
S=c1[nH]cc(-c2ccccc2)n1-c1ccccc1	-56%	?	0	-16%	-3	3.2µM*	58%[activator]
COc1ccc(C(C(=O)NC2CCCC2)N(C(=O)c2ccoc2C)c2ccc(C)cc2)cc1 (configuration not stated)	?	-1%	-2	-11%	-5	2%	10µM*
CC(C)Cn1c(N)c(-c2nc(C(C)C)c(C(=O)c3ccccc3F)s2)c(=O)n(C)c1=O	?	.	-4	.	-6	-1%	7%
COC(=O)C1CCN(C(=O)c2ccc3oc(Cc4ccc(Cl)cc4)nc3c2)CC1	2%	5%	-3	-3%	-24	-6%	?
O=C(CNC(=O)c1ccc2c(c1)OCO2)N/N=C/c1cccc([N+](=O)[O-])c1	51%[activator]	1%	11	-4%	31	-4%	4%
Cc1ccc(S(=O)(=O)NNC(=O)CCCCC(=O)NNS(=O)(=O)c2ccc(C)cc2)cc1	2%	-2%	-1	20%	-12	5%	-5%
COc1ccc(C(=O)N/C(=C\c2cn(S(=O)(=O)N(C)C)c3ccccc23)C(=O)NCCN2CCOCC2)cc1OC	10%	3%	-4	-11%	2	1%	-17%
